Source: PubChem BioAssay (Sanford-Burnham Center for Chemical Genomics)
SIAH1 antagonists: Siah-1 peptide-binding antagonists, primary screen, biochemical, fluorescence polarization, rhodamine-plectin, uHTS (AID 1817); Siah-1 / rhodamine-plectin peptide fluorescence polarization; higher % means a stronger effect; displacement, % at 20 µM, or IC50 in µM where a hit was titrated; hit rate 0.02% among 290,000;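 active = displacement of at least 50% at 20 µM, with a fluorescence ratio check between 0.3 and a set limit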;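 also: plate controls were Siah plus tracer with DMSO for no effect and tracer alone without Siah for full effect; strong numbers were not always called active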
NOD1 NF-kB reporter: inhibition of NOD1-driven NF-kB reporter – cell-based, luminescence, uHTS, primary screen (AID 1578); NOD1-driven NF-kB luciferase reporter cells, luminescence; higher % means a stronger effect; inhibition, % at 4 µM, or EC50 in µM where a hit was titrated; hit rate 1% among 290,000; in the data active = inhibition mostly above about 36%, no sharp cut-off; inactive = mostly below about 34%;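 also: HEK-293T reporter cells stimulated with the NOD1 agonist gamma-tri-DAP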
KOR beta-arrestin-1: KOR antagonists, beta-arrestin recruitment, cell-based, luminescence, uHTS (AID 1778) | KOR beta-arrestin recruitment, luminescence, antagonist mode; higher % means a stronger effect | inhibition, % at 10 µM, or IC50 in µM where a hit was titrated | hit rate 0.091% among 290,000; in the data active = inhibition above about 50%; also: strong numbers were not always called active
AID2073: disruptors of CaV2.2 binding to Mint1 – biochemical, HTRF (AID 2073); HTRF protein-protein interaction, Mint1-CaV2.2; higher % means a stronger effect; inhibition, % at 20 µM; hits with a dose series show IC50 in µM; hit rate 0.19% among 290,000; in the data active = inhibition mostly above about 51%, no sharp cut-off; inconclusive = no clear call, values can overlap the other calls; inactive = mostly below about 53%; also: some results filed as inactive read as strong as hits
GPR55 beta-arrestin: selective activators of receptor GPR55 – imaging, U2OS cells, beta-arrestin-GFP redistribution, primary screen (AID 1961) | U2OS GPR55 beta-arrestin-GFP redistribution imaging; higher % means a stronger effect | activation, % at 10 µM, or EC50 in µM where a hit was titrated | hit rate 0.048% among 290,000;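 active = activation above 40% with more than 50 cells counted in the well; inconclusive = wells holding fewer than 50 cells, flagged as toxic or sparse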;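 also: U2OS osteosarcoma cells stably expressing GPR55 and beta-arrestin-GFP; plate controls were DMSO negative control for no effect and LPI positive control for full effect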
GPR55 antagonists: inhibition of LPI-stimulated GPR55 beta-arrestin translocation – imaging, U2OS, beta-arrestin-GFP, LPI agonist, primary screen (AID 2013) | U2OS GPR55 beta-arrestin-GFP translocation imaging, LPI antagonism; higher % means a stronger effect | inhibition, % at 10 µM, or IC50 in µM where a hit was titrated | hit rate 0.13% among 290,000;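 active = spots per cell inhibited over 60%, with over 100 cells counted and total cytoplasm intensity under 500,000; inconclusive = wells with under 100 cells, flagged as likely toxic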;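 also: U2OS cells stably carrying GPR55 and arrestin-GFP stimulated by 5 µM LPI near EC80; imaged beta-arrestin-GFP aggregate spots per cell after agonist stimulation; plate controls were LPI-stimulated DMSO wells for no effect and DMSO wells without LPI for full effect; some results filed as inactive read as strong as hits; confirmed hits need IC50 under 10 µM and bright autofluorescent wells are also inconclusive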
HIV fusion peptide: inhibitors of HIV fusion peptide binding, primary screen, biochemical, uHTS, fluorescence dequenching (AID 1986); one-dose inhibition, % at 20 µM; IC50 in µM for titrated hits; hit rate 0.3% among 290,000; cell-free peptide binding, fluorescence dequenching, 30 min; higher % means a stronger effect; in the data active = inhibition mostly above about 52%, no sharp cut-off; inactive = mostly below about 76%; also: some results filed as inactive read as strong as hits
GPR35 arrestin U2OS: GPR35 antagonists blocking zaprinast-driven arrestin recruitment, primary screen, imaging, U2OS, beta-arrestin-GFP, zaprinast agonist (AID 2058); inhibition, % at 10 µM; hits with a dose series show IC50 in µM; U2OS GPR35 beta-arrestin-GFP translocation imaging, zaprinast antagonism; higher % means a stronger effect; hit rate 0.052% among 290,000;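 active = inhibition of at least 50% with at least 30 cells and total cytoplasm GFP at most 10,000,000; inconclusive = under 30 cells or total GFP of 10,000,000 plus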
KOR beta-arrestin-2: KOR agonists, beta-arrestin recruitment, primary screen, cell-based, luminescence, uHTS (AID 1777); KOR beta-arrestin recruitment, luminescence; higher % means a stronger effect; activation, % at 10 µM, or EC50 in µM where a hit was titrated; hit rate 0.02% among 280,000; in the data active = activation above about 50%, passing the limit was not always enough; also: a part of the inactive calls stands beside numbers as strong as those of hits
* marks the source's active call; other numbers are inactive results; ? = inconclusive; · = no result given; [ ] = remark or other dose.

SMILES | SIAH1 antagonists | NOD1 NF-kB reporter | KOR beta-arrestin-1 | AID2073 | GPR55 beta-arrestin | GPR55 antagonists | HIV fusion peptide | GPR35 arrestin U2OS | KOR beta-arrestin-2
Cc1noc(C)c1S(=O)(=O)NCCN1CCN(c2ccccc2)CC1 | -0.7% | -22.7% | -19.0% | -4.1% | 0.1% | -12.2% | -1.9% | 1.8% | 0.2%
CC(=O)N1N=C2c3ccccc3CCC2C1c1cccs1 (configuration not stated) | 13.5% | -8.1% | 4.7% | -8.0% | 0.6% | 7.6% | 1.9% | 0.1% | 3.7%
COc1ccccc1C1=NOC(CN2C(=O)c3ccccc3S2(=O)=O)C1 (configuration not stated) | 15.7% | -4.2% | 17.0% | 1.8% | -0.2% | -5.5% | 1.0% | 4.8% | 1.7%
CCOc1ccc(N2C(=O)CC(n3nc(C)cc3C)C2=O)cc1 (configuration not stated) | 9.0% | -44.3% | -4.0% | 4.8% | 0.1% | -7.5% | 2.6% | -12.4% | -0.4%
N#CC1=C(N)SC(N)=C(C#N)C1c1ccnc2ccccc12 | 3.9% | -24.3% | -18.9% | 49.5% | -0.1% | 15.2% | 7.1% | 0.4% | 0.5%
O=C(CSc1nc2ccccc2o1)N/N=C/c1ccco1 | 1.0% | -51.6% | 2.1% | -8.7% | 0.3% | 10.5% | 0.2% | 6.3% | 1.5%
Cn1c(CCN2CCN(c3ccccn3)CC2)nc2cc(NS(=O)(=O)c3ccc(Cl)cc3)ccc21 | -2.1% | 19.8% | 3.3% | 19.5% | -0.1% | 13.4% | 2.0% | -2.4% | 1.7%
COc1nc(C)nc(C)c1Oc1ccc(Cl)cc1Cl | -3.5% | 2.5% | -2.5% | 8.8% | 0.2% | -1.1% | -0.4% | -3.2% | 6.0%
COc1ccc(-c2ccc(-c3nnc(-c4ccncc4)o3)cc2)cc1 | 6.5% | -30.5% | 11.1% | 3.4% | 0.3% | -1.4% | -0.3% | 1.7% | -7.5%
COc1ccc(C2C(C(=O)c3ccco3)=C(O)C(=O)N2CC2CCCO2)cc1 (configuration not stated) | 4.4% | -32.2% | 21.7%[20 µM] | 3.9% | 0.0% | -1.1% | 0.5% | 5.8% | ·
Brc1ccc(C2NCCS2)cc1 (configuration not stated) | 5.8% | -33.0% | -3.7% | -27.1% | 0.0% | -13.2% | -0.8% | -1.6% | -5.2%
CC(=O)c1cccc(NC(=O)c2ccc(N(C)S(C)(=O)=O)cc2)c1 | 3.9% | -14.9% | 14.5% | 7.1% | 0.7% | 5.8% | 2.1% | -3.9% | -3.3%

Three compounds out of the list above, arranged by the number in NOD1 NF-kB reporter, low to high:
Compound | NOD1 NF-kB reporter
CCOc1ccc(N2C(=O)CC(n3nc(C)cc3C)C2=O)cc1 (configuration not stated) | -44.3%
N#CC1=C(N)SC(N)=C(C#N)C1c1ccnc2ccccc12 | -24.3%
COc1nc(C)nc(C)c1Oc1ccc(Cl)cc1Cl | 2.5%

Going on with the list.
SMILES | SIAH1 antagonists | NOD1 NF-kB reporter | KOR beta-arrestin-1 | AID2073 | GPR55 beta-arrestin | GPR55 antagonists | HIV fusion peptide | GPR35 arrestin U2OS | KOR beta-arrestin-2
CCSc1nnc(NC(=O)c2c(C)noc2C)s1 | 0.1% | -14.5% | -18.7% | 10.7% | 0.4% | -7.8% | 0.2% | 16.8% | 7.2%
CCOc1ccc(CCNC(=O)CCc2nnc3ccc(N4CCOCC4)nn23)cc1 | 6.5% | 1.5% | -9.2%[20 µM] | 7.2% | -0.3% | -16.5% | -0.6% | 5.9% | -2.8%
O=C(c1ccc(COc2ccc(F)cc2)o1)n1cccn1 | -2.6% | -12.7% | -20.5% | 12.7% | -0.3% | 6.9% | 1.9% | 1.0% | 5.5%
COc1ccccc1N1CCN(C(=O)c2cc(C3CC3)on2)CC1 | -0.6% | -21.2% | 36.0% | -1.0% | 0.2% | 3.3% | 0.7% | -9.5% | -2.4%
O=C(CSc1nnnn1-c1ccc(C(=O)O)cc1)NC1CCCCC1 | 6.1% | -16.1% | -0.8% | -4.8% | 0.3% | 2.1% | -1.9% | 3.0% | -1.6%
O=C1CCN(CCc2ccccc2)CCN1[C@H](CO)Cc1ccccc1 | 0.1% | -20.9% | 3.8%[20 µM] | 4.9% | -0.1% | -3.3% | -0.9% | -15.0% | -3.2%
CN(C)S(=O)(=O)N(CC(=O)N1CCN(Cc2ccccc2)CC1)c1ccccc1 | -5.0% | 4.7% | 26.9% | -9.4% | 0.0% | -4.2% | -1.8% | -10.0% | 0.4%
NC(=O)CC[C@@H]1NC(=O)[C@@H]2CCCN2C(=O)c2cc([N+](=O)[O-])cc(I)c2NCCCC[C@@H](C(=O)NC(CC(=O)O)C(N)=O)NC1=O (some centres not stated) | 8.7% | -23.6% | -3.8% | -8.3% | 0.1% | 6.2% | 13.8% | 4.8% | -1.9%
O=C(COC(=O)c1ccc(Cl)c(S(=O)(=O)N2CCCC2)c1)NC1CCCCC1 | -4.5% | -28.4% | 4.8% | 2.0% | -0.4% | -0.4% | 0.0% | -15.4% | 3.9%
Oc1ccc(/C=C/c2ccc3ccccc3n2)cc1 | -4.2% | 50.2%* | -54.6% | 40.1% | -0.5% | 4.2% | 0.4% | -3.8% | 6.0%
Nc1ccc(C(=O)Nc2ccc(NC(=O)c3ccco3)c(O)c2)cc1 | -1.5% | -8.8% | 2.2% | 7.9% | 0.0% | -11.1% | -1.0% | 3.6% | 5.8%
Cc1ccc(C(=O)Nc2ccc(N3CCOCC3)nc2)cc1 | 4.8% | 0.8% | -5.7% | -2.5% | -0.1% | 4.5% | 2.3% | 0.2% | -0.7%
CSc1ccc(/C=C2\C(=N)N3N=C(CC(=O)N4CCCCC4)SC3=NC2=O)cc1 | 4.8% | -41.9% | -30.2% | 28.5% | 0.8% | -1.3% | 27.0% | 13.3% | -4.7%
COCc1ccc(C(=O)NC(C)c2cnn(-c3ccccc3C)c2C)o1 (configuration not stated) | 0.6% | -39.5% | -5.9%[20 µM] | -5.4% | -0.1% | -1.5% | 2.5% | 20.9% | 3.7%
Cc1cc(SCC(=O)NN)c2cc(Br)ccc2n1 | 1.3% | -4.5% | -3.5% | -24.4% | -0.2% | -9.9% | -4.5% | -1.1% | 3.2%
COc1cccc(-c2nc(-c3ccncc3)no2)c1 | -5.2% | -5.3% | -34.1% | 4.1% | 0.0% | -7.5% | 1.6% | 3.4% | 5.1%
OCCNCC1(O)C2CC3CC(C2)CC1C3 (configuration not stated) | 2.6% | 10.9% | 23.0% | 4.7% | -0.3% | 1.4% | -2.8% | -5.1% | -1.2%
CC1=C(C(=O)OC2CCCCC2)C(c2ccc(F)cc2)NC(=O)N1 (configuration not stated) | 6.2% | -2.9% | 14.0% | -0.8% | 0.0% | -4.6% | -1.9% | -3.8% | -2.2%
CC(=O)Nc1ccc(C2NC(=S)N(c3ccccc3C(F)(F)F)C(C)=C2C(=O)N2CCOCC2)cc1 (configuration not stated) | 2.5% | -31.5% | 10.6% | -9.8% | 0.0% | -7.2% | -0.8% | -13.2% | -3.0%
O=C(NCCO)NC(=S)c1ccccc1 | 1.6% | -12.2% | -5.5% | -4.9% | 0.3% | 6.3% | -1.6% | 3.9% | -1.5%
N#Cc1c(Nc2ccccc2C(F)(F)F)s[nH]c1=O | 7.5% | -7.1% | -5.4% | 7.54µM* | -0.3% | 7.8% | -0.2% | -11.6% | 4.2%
COc1ccc(/C=N/NC(=O)CC(=O)NCCc2ccccc2)cc1OC | 0.2% | 3.9% | -45.4% | 4.1% | 0.0% | -4.4% | -0.6% | -9.0% | 3.7%
CCCCSCCCNC(=O)CS(=O)Cc1nc(-c2cccc(C)c2)oc1C (configuration not stated) | 0.6% | -21.8% | -12.8% | -7.9% | -0.1% | 1.6% | -1.3% | -11.0% | 3.4%
Cc1cc(C(=O)OC2CCOC2=O)c2ccccc2n1 (configuration not stated) | -2.0% | -2.2% | 11.5% | -4.1% | -0.1% | 12.8% | 0.9% | 1.7% | -0.1%
COc1ccccc1C1CCCN1Cc1nc(-c2cc3c(cc2Cl)OCO3)oc1C (configuration not stated) | -5.3% | -47.7% | -1.5% | -1.1% | -0.2% | 27.3% | -1.0% | 12.8% | 31.5%
CN1CCN(c2cc(N3CCc4ccccc4C3)c(F)cc2[N+](=O)[O-])CC1 | -1.0% | -45.3% | 26.1% | -1.9% | -0.6% | 18.7% | -3.7% | -5.8% | 110.5%
O=C(Oc1cccc(C(=S)N2CCOCC2)c1)c1ccccc1 | -1.7% | 8.8% | 4.4% | -20.0% | 0.8% | 8.4% | 0.6% | 4.9% | 1.5%
COc1ccc(OC)c(NC(=O)CN2C(=O)COc3ccc(C)cc32)c1 | 3.0% | -9.4% | -51.2%[20 µM] | -2.8% | 0.2% | 0.1% | -1.3% | 23.1% | 0.1%
CCC1=C/C(=C/N(C)c2ccccc2)C(=O)S1 | -2.1% | -17.1% | 10.0% | 25.9% | 0.9% | 4.2% | -1.5% | 21.7% | -4.7%
COC(=O)Cc1[nH]nc2c1C(c1ccc(O)c(OC)c1)C(C#N)=C(N)O2 (configuration not stated) | -2.6% | 2.1% | 26.1% | 9.6% | 0.8% | 12.5% | 5.1% | -6.6% | 1.0%
Cc1ccc(CCNC(=O)CC2Oc3ccc(C)cc3NC2=O)cc1 (configuration not stated) | -1.5% | -15.5% | 14.6% | 2.2% | -0.1% | 5.2% | -1.4% | 4.6% | -2.1%
CN(CCOC(=O)c1cccc(Br)c1)C(C)(C)C | -2.8% | 1.2% | -6.1% | ? | -0.1% | 3.4% | -0.9% | 2.5% | -5.3%
O=C(COC(=O)CCCCCN=C1NS(=O)(=O)c2ccccc21)Nc1ccc(Cl)c(Cl)c1 | 3.0% | -13.1% | -5.4% | 2.1% | 0.5% | 0.9% | 3.9% | 8.8% | 7.4%
CC1=C(C(=O)N(C)CCC#N)C2(CCCCC2)OC1=O | -1.5% | -1.2% | -6.6% | -7.8% | 0.2% | -8.2% | -1.6% | 0.1% | 4.9%
CCN1CCN(c2ncc(C(=O)Nc3cc(Cl)ccc3OC)c3ccccc23)CC1 | 1.7% | · | 12.6% | -4.7% | -0.1% | 4.1% | -1.1% | 5.4% | 2.7%
O=S(=O)([N-]c1nc2ccccc2nc1-n1cc[n+](Cc2ccccc2)c1)c1ccc(Cl)cc1 | 16.8% | 1.1% | 10.6% | 13.9% | -0.2% | -5.1% | 2.5% | 2.4% | 5.3%
CC(C)(C)C(=O)Nc1sc2c(c1C#N)CCCCC2 | 3.8% | 7.0% | -36.4% | -6.7% | 0.2% | -6.9% | 0.1% | -2.8% | 1.5%
O=C(c1ccc2c(c1)CCN2S(=O)(=O)c1ccccc1)N1CCN(c2ccccc2F)CC1 | 6.1% | 31.6% | -26.6% | 16.9% | -0.1% | 0.3% | -0.3% | 0.6% | -0.9%

Some of the compounds tested. The share of hits here may be higher or lower than overall.
